Compound activity: PubChem, National Center for Advancing Translational Sciences (NCATS)
WRN inhibitor – qHTS for Inhibitors of WRN Helicase; Potency, µM (highest dose often 114 µM), for the others: at the highest dose activity change, negative = inhibition, actives largely listed as inhibitors; hit rate 0.46% among 360,000; WRN helicase unwinding, fluorescent forked duplex, kinetic; Bifunctional 3'-5' exonuclease/ATP-dependent helicase WRN (Homo sapiens), Q14191; note: potency is the fitted concentration of half-maximal effect; % is set by controls: 0 for no effect and ±100 for the full control effect; nearly all actives have a fitted effect of over 55% in size
Target sequence (Q14191 whole entry, looked up): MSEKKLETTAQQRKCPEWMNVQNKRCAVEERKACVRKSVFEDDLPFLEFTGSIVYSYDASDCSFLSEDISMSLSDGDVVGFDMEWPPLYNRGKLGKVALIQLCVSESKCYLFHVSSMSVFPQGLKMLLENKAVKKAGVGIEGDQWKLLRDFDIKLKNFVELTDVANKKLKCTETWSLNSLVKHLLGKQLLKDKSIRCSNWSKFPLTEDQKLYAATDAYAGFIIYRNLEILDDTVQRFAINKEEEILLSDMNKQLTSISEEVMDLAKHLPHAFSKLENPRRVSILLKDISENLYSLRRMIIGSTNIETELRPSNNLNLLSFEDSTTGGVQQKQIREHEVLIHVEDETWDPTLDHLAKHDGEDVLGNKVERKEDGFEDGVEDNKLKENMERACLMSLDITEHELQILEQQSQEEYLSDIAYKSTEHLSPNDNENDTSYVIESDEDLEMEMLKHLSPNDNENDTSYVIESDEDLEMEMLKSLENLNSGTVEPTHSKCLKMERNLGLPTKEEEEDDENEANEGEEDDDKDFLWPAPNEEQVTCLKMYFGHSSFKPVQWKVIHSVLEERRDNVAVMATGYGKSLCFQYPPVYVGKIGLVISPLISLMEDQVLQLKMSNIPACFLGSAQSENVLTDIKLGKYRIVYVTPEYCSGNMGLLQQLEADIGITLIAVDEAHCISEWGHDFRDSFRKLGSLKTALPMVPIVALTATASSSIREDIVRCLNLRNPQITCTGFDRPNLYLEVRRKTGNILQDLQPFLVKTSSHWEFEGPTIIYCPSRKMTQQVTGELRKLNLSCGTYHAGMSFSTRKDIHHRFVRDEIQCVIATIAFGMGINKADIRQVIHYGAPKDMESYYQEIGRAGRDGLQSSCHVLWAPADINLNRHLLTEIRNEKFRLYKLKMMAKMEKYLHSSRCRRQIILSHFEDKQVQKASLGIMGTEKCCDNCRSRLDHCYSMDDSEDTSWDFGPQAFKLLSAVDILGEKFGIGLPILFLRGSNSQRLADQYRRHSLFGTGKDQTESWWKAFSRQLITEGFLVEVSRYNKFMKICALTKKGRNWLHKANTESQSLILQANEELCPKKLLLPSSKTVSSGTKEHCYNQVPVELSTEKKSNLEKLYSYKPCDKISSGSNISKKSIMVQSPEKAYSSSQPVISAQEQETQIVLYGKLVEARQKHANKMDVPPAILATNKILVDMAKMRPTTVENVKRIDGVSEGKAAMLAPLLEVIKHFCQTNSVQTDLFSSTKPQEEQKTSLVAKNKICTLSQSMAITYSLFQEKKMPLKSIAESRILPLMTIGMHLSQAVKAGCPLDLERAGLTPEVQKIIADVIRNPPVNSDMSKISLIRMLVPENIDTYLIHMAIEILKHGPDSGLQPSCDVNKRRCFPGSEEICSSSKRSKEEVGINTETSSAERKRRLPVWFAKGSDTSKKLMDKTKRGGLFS
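Fluorescence dequenching readout, ex 525 nm/em 598 nm, kinetic mode: forked duplex DNA (100 nM final) with adjacent fluorophore and quencher unwound by WRN (20 nM final) with 2 mM ATP. Compound preincubation 15 min, room temperature.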
ATXN2 expr inh – Primary qHTS for Inhibitors of ATXN expression | HEK-293 ATXN2-luciferase reporter, luminescence, 24 h | Potency, µM (doses to about 57 µM), for the others: at the top dose activity change, negative = inhibition, actives largely listed as inhibitors | AID 1745845, 2022 | hit rate 0.72% among 360,000; note: potency is the fitted concentration of half-maximal effect; % is set by controls: 0 for no effect and ±100 for the full control effect; nearly all actives have a fitted effect of over 55% in size
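ATXN2-luciferase reporter cells (luciferase flanked by upstream and downstream ATXN2 gene portions) were treated 24 h at 37 °C with compounds at up to 57 uM. SteadyGlo luminescence gave expression; GF-AFC fluorescence gave viability.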
KB-V1 cytotox – qHTS assay for MDR1-selective chemotherapeutics: Primary screen using the drug-selected MDR subline cells KB-V1; hit rate 3.4% among 400,000; KB-V1 MDR cells viability, CellTiter-Glo, 72 h; Potency, µM (highest dose often 46.1 µM), for the others: top-dose activity change, negative = cytotoxicity, most hits filed as cytotoxic; note: potency is the fitted concentration of half-maximal effect; % is set by controls: 0 for no effect and ±100 for the full control effect; nearly all actives have a fitted effect of over 60% in size
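In this primary screen, KB-V1 cells overexpressing P-gp are incubated with library compounds (lowest to highest concentration) for 72 h at 37 degrees C before a luminescent ATP viability read.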
MCF10A rerep – A quantitative high throughput screen for small molecules that induce DNA re-replication in MCF 10a normal breast cells | MCF 10A DNA re-replication, Hoechst nuclear intensity, 48 h | hit rate 2.9% among 350,000 | Potency, µM (series often up to 46.1 µM), without a hit: at the highest dose activity, positive = re-replication, usual class: activators; note: potency is the fitted concentration of half-maximal effect; % of control where 0% means no effect; nearly all actives have a fitted effect of over 50% in size
HT1080NT lethal – qHTS for induction of synthetic lethality in tumor cells producing 2HG: qHTS for the HT-1080-NT fibrosarcoma cell line; HT-1080-NT fibrosarcoma viability, CellTiter-Glo ATP luminescence, 48 h; Potency, µM (doses to about 46.1 µM), inactives show at the top dose activity, negative = less viability, most hits filed as cytotoxic; hit rate 1.6% among 360,000;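 note: NT is the 2HG producing partner of a matched IDH1 knockdown line; potency is the fitted concentration of half-maximal effect; 0% = DMSO-treated cells and -100% = media-only wells without cells; nearly all actives have a fitted effect of over 55% in size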
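Read-out is CellTiter-Glo luminescence after 10 minutes at room temperature, following 48 hours' compound treatment of HT-1080-NT cells (750 cells/well, RPMI, 5% FBS, 37 degrees C).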
KB-3-1 tox – qHTS assay for MDR1-selective chemotherapeutics: Primary screen using the parental adenocarcinoma cell KB-3-1 | Potency, µM (top dose mostly 46.1 µM), without a hit: at the top dose activity change, negative = cytotoxic, actives largely listed as cytotoxic | hit rate 1.4% among 400,000 | AID 1347075, 2019 | KB-3-1 viability, CellTiter-Glo ATP luminescence, 72 h; note: potency is the fitted concentration of half-maximal effect; % is set by controls: 0 for no effect and ±100 for the full control effect; nearly all actives have a fitted effect of over 60% in size
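Luminescent ATP read-out (CellTiter-Glo) measures survival of drug-naive KB-3-1 cells after 72 h compound exposure at 37 °C. Titration series was screened from lowest to highest concentration, with DMSO vehicle plates as background controls.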
HT1080 IDH1KD tx – qHTS for induction of synthetic lethality in tumor cells producing 2HG: qHTS for the HT-1080-IDH1KD cell line; Potency, µM (series often up to 46.1 µM), without a hit: top-dose activity, negative = toxicity, usual class: cytotoxic; hit rate 2% among 360,000; HT-1080 IDH1 knockdown viability, ATP luminescence, 48 h;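 note: potency is the fitted concentration of half-maximal effect; 0% = DMSO wells and -100% = cell-free medium wells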
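Viability of IDH1-knockdown HT-1080 fibrosarcoma cells was assessed by CellTiter-Glo after 48 h at 37 °C with titrated compound; concentration-effect curves were classified by fit quality and response size.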
SW480 rereplic – A quantitative high throughput screen for small molecules that induce DNA re-replication in SW480 colon adenocarcinoma cells; hit rate 1.8% among 340,000; SW480 DNA re-replication, Hoechst DNA content imaging, 48 h; Potency, µM (titrated, usually from 46.1 µM), without a hit: at the top dose re-replication activation, hits mostly activators; note: potency is the fitted concentration of half-maximal effect; % of control where 0% means no effect; nearly all actives have a fitted effect of over 55% in size
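First, 250 cells per well were seeded. Next, compound or vehicle (23 nL) was pinned in, plates sat 48 hr at 37 C. Finally Hoechst was added for 40 min before fluorescence scanning.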
IL-1B inflam inh – qHTS for Inhibitors of Inflammasome Signaling: IL-1-beta AlphaLISA Primary Screen. THP-1 LPS/ATP IL-1B secretion, AlphaLISA, 16 h; stronger effect = lower value. activity change, % at 57.5 µM. hit rate 4.7% among 360,000. AID 743279, 2014; in the data active = activity change below about -50%; inconclusive = mostly about -30% to -49%; note: % is set by controls: 0 for no effect and ±100 for the full control effect
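THP-1 cells pretreated 1 hr with compounds (up to 57.5 uM final), then stimulated with LPS (250 ng/mL final) plus ATP (1.25 mM final); secreted IL-1B measured by AlphaLISA after 16 hr, decreased signal indicating inhibition.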
* = called active by the depositor; ? = inconclusive; nt = not tested or not shown; [ ] = remark or other dose. Unless noted, calls come from the whole dose curve; as a rule, active = well fitted curve in the direction sought with a large enough effect; inconclusive = small, poorly fitted or top-dose-only effect, or another doubt; inactive = no such curve, though single readings can be large; an effect the other way counts as inactive or inconclusive.

Molecule	HT1080 IDH1KD tx	ATXN2 expr inh	IL-1B inflam inh	SW480 rereplic	WRN inhibitor	MCF10A rerep	KB-V1 cytotox	KB-3-1 tox	HT1080NT lethal
COC(=O)[C@]12CCCCC=C1N(Cc1cccc3ccccc13)C(=O)[C@H](CC(=O)N1CCOCC1)C2	-2%	-32%	-7	nt	2%	nt	-6%	-3%	-14%
Cc1cc(=O)[nH]c(SCC(=O)Nc2nnc(SCc3ccccc3)s2)n1	-1%	-4%	80	-5%	-1%[57.1 µM]	-1%	-14%	-1%	-9%
COc1ccc(C(=O)NNC(=O)CSc2nc3c([nH]2)c(=O)n(C)c(=O)n3C)cc1	1%	nt	17	-5%	13%	-2%	6%	-20%	3%
COc1ccc(C2(CNS(=O)(=O)c3ccc(C)cc3)CCOCC2)cc1	14%	4%	-2	2%	-9%	1%	-24%	-5%	18%
CC[C@@]1(C(=O)OC)N[C@H](CN(C)C(=O)NC(C)C)[C@@H]2C(=O)N(C)C(=O)[C@@H]21	6%	1%	37	0%	-2%	-4%	0%	0%	6%
CC#CCN(Cc1ccco1)C(=O)c1ccc(OC2CCN(Cc3ccccn3)CC2)cc1	-1%	-4%	-6	2%	-28%	1%	nt	nt	-10%
COc1cc(C(=O)Nc2ccc3ccccc3c2)cc(OC)c1OC	0.58µM*	22%	3	1.3µM*	7%	2.6µM*	?	?	1.3µM*
COc1ccc(CN(C)C(=O)c2cccc(S(=O)(=O)N3CCc4ccccc43)c2)c(OC)c1	-12%	-13%	-22	?	-10%	8%	?	18µM*	-9%[9.24 µM]
CCOc1ccccc1/C=N/Nc1nc(C)cc(=O)[nH]1	7%	nt	-5	?	-3%	5%	-1%	0%	-2%
O=C(O)/C=C/c1cn(-c2ccccc2)nc1-c1cccc([N+](=O)[O-])c1	-5%	nt	5	-7%	-1%	-2%	17%	0%	7%
Cn1c(Cc2ccc(Cl)cc2)nnc1SCC(=O)NC1CC1	4%	-8%	23	-4%	1%	2%	0%	14%	0%
COc1cc2c(cc1OC)CN(C(=O)C1CCC(=O)N(CCCN3CCOCC3)C1)CC2 (configuration not stated)	8%	8%	-2	-3%	4%	5%	5%	0%	19%
CCn1c(Cc2ccccc2)nnc1SCC(=O)N1CCCC1=O	15%	2%	-14	-1%	-17%	-2%	30%	23%	3%
CCOc1ccccc1NC(=O)C1CCN(C(=O)Cc2ccccc2)CC1	-5%	-10%	-6	21%	-28%	0%	?	21%	0%
O=C(NNC(=O)c1ccccc1F)c1ccc2nc[nH]c2c1	7%	30%	37	1%	-4%	1%	0%	2%	8%
Cc1cccc(N=C(N2CCOCC2)P(=O)(N2CCOCC2)N2CCOCC2)c1	3%	13%	15	0%	3%	0%	2%	1%	0%[9.24 µM]
COc1ccccc1NC(=O)Nc1ccc(N2CCOCC2)cc1	-21%	22%	?	-5%	-3%	0%	-9%	-4%	0%
CC(=O)Nc1ccc(C(=O)N2CCCCC2c2cc(C(=O)NCc3cccnc3)no2)cc1 (configuration not stated)	17%	13%	-4	nt	-4%	nt	4%	0%	1%
COc1cc(C(O)c2nc(-c3ccccc3)cs2)ccc1F (configuration not stated)	-77%	2%	-20	nt	-6%	nt	?	?	?
O=C1CCCC[C@@H](O)[C@H](O)C[C@H](c2ccccc2)O1	3%	3%	41	nt	-2%	nt	-26%	21%	8%
CCCOc1ccccc1Cn1c(=O)oc2ccccc21	1%	-10%	8	-2%	0%	-6%	-1%	15%	6%
CN(CC(=O)Nc1ccccc1-c1ccccc1)Cc1ccccc1Cl	?	-12%	-9	-76%[inhibitor]	-3%	?	-2%	7%	?
CC(C)(C)c1ccc(C(=O)Nc2cccc(C(=O)N3CCOCC3)c2)cc1	-14%	-30%	-5	?	-2%	27%	-12%	-5%	-4%
Cc1c(C(=O)Nc2ccc(OCc3ccccc3)cc2)cccc1[N+](=O)[O-]	2%	-16%	9	-1%	9%	2%	-14%	2%	-10%
Cc1ccc(NC(=O)CC2SCCNC2=O)cc1Cl (configuration not stated)	5%	45%[activator]	-12	-2%	4%	-1%	0%	26%	0%
Cc1cccc(Cn2cnc3c(sc4nc(C)cc(C)c43)c2=O)c1	15%	13%	4	?	1%	-7%	-1%	6%	24%
COc1ccc(NC(=O)c2sc3nc(C)cc(C)c3c2N)c(OC)c1	24%	nt	-1	15µM*	1%	?	-6%	2%	12%
COc1ccc(NS(=O)(=O)c2cc3c(cc2C)N(C(C)=O)CCO3)cc1OC	5%	10%	16	-14%	-5%	-1%	14%	-1%	14%
Brc1ccc(OCc2ccccc2)c(CNCc2ccncc2)c1	?	?	-59*	?	-13%	?	16µM*	?	?
Clc1ccc(COc2ccccn2)c(Cl)c1	-20%	-6%	21	-6%	-4%	-3%	?	-7%	9%
CCCCn1nnnc1SCC(=O)NC1CCCCC1	8%	24%	39	-4%	-7%	-5%	0%	8%	15%
O=C(COC(=O)/C=C/c1ccc(Cl)cc1Cl)Nc1ccc2c(c1)OCCO2	0%	-26%	-5	-10%	-1%	14%	-13%	3%	16%
N#Cc1ccc(C(=O)CSc2n[nH]c(=O)n2-c2cccnc2)cc1	21%	-2%	nt	?	-11%	-1%	-3%	7%	6%
O=c1[nH]c2ccccc2nc1-c1cccs1	?	20%	43	4%	-14%	27%	-1%	-1%	?
COc1ccc(C(=O)N/N=C/c2ccc(OC)c(COc3c(F)c(F)cc(F)c3F)c2)cc1	-23%	-9%	54	2%	-6%[11.6 µM]	?	-1%	-7%	-9%
CC(=O)N1CCN(c2ccc(C(N)=O)cc2[N+](=O)[O-])CC1	-3%	0%	46	1%	1%	0%	0%	-1%	-3%
COc1cc(C)ccc1OCCOCCOc1ccc(C)cc1[N+](=O)[O-]	-4%	-23%	-2	13%	-14%	0%	-4%	0%	9%
Cc1cccc(/N=C2/NC(=O)C(Cc3ccccc3)S2)n1 (configuration not stated)	13%	-13%	3	-7%	0%	-1%	-4%	-14%	0%
CCCCOc1cccc(C(=O)Nc2ccc(S(=O)(=O)Nc3nnc(CC)s3)cc2)c1	-2%	nt	20	-1%	1%	5%	-4%	1%	-3%
CCn1c(SCC(=O)NCc2ccccc2)nnc1-c1cccnc1	21%	6%	-10	12%	-1%	7%	1%	15%	15%
COCCCn1c(=O)/c(=C\c2ccccc2OC(F)F)s/c1=C(/C#N)C(=O)NC(C)C	2%	14%	14	-4%	-18%	9%	6%	6%	5%
O=C(CCC(=O)N(CC(=O)NC1CCCC1)Cc1ccccc1)Nc1nccs1	3%	5%	3	-5%	9%	11%	17%	?	14%
O=C(CCl)Nc1cccc2ncccc12	?	-37%	-99*	?	-2%	?	?	?	?
Fc1cccc(CN2CCN(c3nc4nonc4nc3NC3CC3)CC2)c1	3%	nt	12	0%	4%	-3%	0%	0%	7%
CCC(=O)c1ccc(OCC(=O)OCC(=O)c2c(N)n(C)c(=O)n(C)c2=O)cc1	17%	0%	14	0%	-22%	0%	11%	6%	5%
CC(=O)N1c2ccc(S(=O)(=O)NCCc3ccc(Cl)cc3)cc2CC1C (configuration not stated)	-8%	nt	8	-1%	-7%	9%	-1%	-4%	-23%
C[C@H](c1ccccc1)N1C[C@@H](COCc2ccccc2)Oc2cc(N3CC[C@H](O)C3)ccc2S1(=O)=O	?	-16%	-1	nt	-12%	nt	0%	-17%	?
Cc1nn(-c2ccc(N3CCCCC3)nn2)c(C)c1CCC(=O)Nc1cc(F)ccc1F	-8%	-17%	-81*	17%	-3%	13%	-23%	-6%	0%
CON(C)c1nc(OCCNC(=O)OCc2ccc(Cl)cc2Cl)nc(N(C)C)n1	5%	-12%	45	3%	-1%	9%	?	0%	4%
Cc1ccc(C(=O)NC(=S)N(C)Cc2ccccc2)cc1	-4%	nt	-30	-31%[inhibitor]	5%	0%	?	-7%	3%
Cc1ccc(S(=O)(=O)CCC(=O)OC(C)C(=O)Nc2ccc(N3CCOCC3)cc2)cc1 (configuration not stated)	-2%	nt	-22	-10%	6%	27%	?	1%	2%
CC(=O)Nc1nnc(Cc2ccccc2)s1	1%	-9%	16	-6%	1%	-5%	-3%	10%	3%
COc1ccc(-n2nc(C(N)=O)c(O)cc2=O)cc1	9%	4%	4	?	-5%	-2%	10%	-3%	16%
